Screening data as filed in PubChem BioAssay.
RORg inh: qHTS for inhibitors of ROR gamma transcriptional activity. Nuclear receptor ROR-gamma (Mus musculus), P51450. Drosophila S2 Gal4-RORgamma UAS-luciferase reporter, 20 h. Potency, µM (doses to about 53.6 µM), inactives show at the highest dose activity change, negative = inhibition, actives largely listed as inhibitors. 310,000 compounds, 5.4% hits. AID 2551, 2010; also: potency is read from the fitted curve at half-maximal effect; % is scaled to controls: 0 for no effect and ±100 for the full control effect; nearly all actives have a fitted effect of over 60% in size
Target sequence (P51450 whole entry, looked up, the tested form may be a part): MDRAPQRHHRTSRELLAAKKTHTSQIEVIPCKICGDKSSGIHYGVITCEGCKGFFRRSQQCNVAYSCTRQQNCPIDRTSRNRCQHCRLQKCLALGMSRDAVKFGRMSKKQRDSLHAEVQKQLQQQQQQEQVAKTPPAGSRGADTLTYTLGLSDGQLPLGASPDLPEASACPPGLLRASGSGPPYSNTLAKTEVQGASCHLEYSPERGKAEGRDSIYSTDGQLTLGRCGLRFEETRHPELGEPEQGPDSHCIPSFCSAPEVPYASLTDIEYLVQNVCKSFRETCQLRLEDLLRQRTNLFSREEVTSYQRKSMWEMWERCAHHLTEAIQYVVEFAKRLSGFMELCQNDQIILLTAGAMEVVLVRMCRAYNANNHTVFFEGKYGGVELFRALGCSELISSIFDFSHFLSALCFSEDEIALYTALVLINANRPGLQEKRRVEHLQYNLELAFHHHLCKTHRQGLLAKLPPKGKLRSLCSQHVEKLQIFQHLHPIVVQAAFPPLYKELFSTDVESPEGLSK
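Using a luciferase readout, inhibitors were identified by reduced reporter activity in Drosophila cells coexpressing a copper-inducible Gal4–ROR gamma fusion and UAS-driven Photinus luciferase, incubated 20 hr after 700 uM copper sulfate.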
p53 reactivator: qHTS assay for re-activators of p53 using a Luc reporter; Potency, µM (highest dose often 92.2 µM), for the others: at the top dose activity change, positive = activation, actives largely listed as activators; 320,000 compounds, 0.063% hits; AID 504706, 2011; H1299 p53-A138V BP100-luciferase reporter, luminescence, 24 h; also: potency is read from the fitted curve at half-maximal effect; % of control where 0% means no effect; nearly all actives have a fitted effect of over 45% in size
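H1299 (p53-null), stable ts p53-A138V + BP100-Luc; 1000 cells/well, Opti-MEM/10% FBS; cpd 4 pt, 1:5; 24 h, 37 deg C, 5% CO2; detection reagent 10 min RT; luminescence.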
NPC1 prom act: qHTS Assay for NPC1 Promoter Activators; Huh7 NPC1 promoter luciferase reporter, 24 h; Potency, µM (titrated, usually from 9.22 µM), inactives show top-dose activation, hits mostly activators; 320,000 compounds, 2.4% hits; AID 485313, 2010;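 also: potency is read from the fitted curve at half-maximal effect; % of control where 0% means no effect; nearly all actives have a fitted effect of over 60% in size; reporter is driven by a mutant NPC1 promoter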
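Huh7 cells stably carrying NPC1 promoter–luciferase, plated in Opti-MEM with 10% FBS for 2 h, were exposed to compound in DMSO for 24 h at 37 °C; luciferase reagent was added for 10 min and luminescence read.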
BRCA1 expr up: qHTS Assay to Identify Small Molecule Activators of BRCA1 Expression; MCF7-BRCA1-FFLuc reporter, luminescence, 48 h; response scale: scaled: vehicle 0%, 10 µM genistein 100%; Potency, µM (top dose mostly 46.1 µM), for inactives: top-dose activation, hits mostly activators; 380,000 compounds, 1.1% hits; also: potency is read from the fitted curve at half-maximal effect; nearly all actives have a fitted effect of over 80% in size; some results filed as inactive show a strong effect at the top dose
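Activators of BRCA1 expression were detected as increased firefly luciferase luminescence in engineered MCF7 cells after 48 h compound incubation. Signals were scaled to genistein 10 microM as full activation.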
Rab9 prom act: qHTS Assay for Rab9 Promoter Activators | Huh7 Rab9 promoter-luciferase reporter, luminescence, 24 h | Potency, µM (top dose mostly 9.22 µM), for the others: at the top dose activation, negative = inhibition, usual class: activators | 320,000 compounds, 2.8% hits; also: potency is read from the fitted curve at half-maximal effect; % of control where 0% means no effect; nearly all actives have a fitted effect of over 60% in size
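Luminescence read-out: Huh7 cells stably expressing Rab9-luciferase, treated 24 h with compound at 37 °C, then lysed with luciferase reagent for 10 min at ambient before reading.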
ELG1 genotoxic: qHTS screen for small molecules that induce genotoxicity in human embryonic kidney (HEK293T) cells expressing luciferase-tagged ELG1. 330,000 compounds, 1.3% hits. Potency, µM (doses to about 46 µM), for inactives: at the highest dose activity change, positive = activation, actives largely listed as activators. AID 504466, 2011. HEK293T ELG1-luciferase reporter, luminescence, 16 h; also: potency is read from the fitted curve at half-maximal effect; % of control where 0% means no effect; nearly all actives have a fitted effect of over 60% in size
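HEK293T cells expressing luciferase-tagged ELG1 were treated with compound or DMSO for 16 hr at 37°C. Luciferase activity was then read after 30 min with ONE-Glo at room temperature; rising signal flags genetic stress.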
Gal4-VP16 FLuc: VP16 counterscreen qHTS for inhibitors of ROR gamma transcriptional activity; Drosophila S2 Gal4-VP16 UAS-luciferase, luminescence, 20 h; Potency, µM (titrated, usually from 53.6 µM), for the others: at the highest dose activity, negative = inhibition, hits mostly inhibitors; 310,000 compounds, 3.5% hits;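 also: Gal4-VP16 expression switched on by copper sulfate through the metallothionein promoter; potency is read from the fitted curve at half-maximal effect; % is scaled to controls: 0 for no effect and ±100 for the full control effect; nearly all actives have a fitted effect of over 50% in size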
FLuc modulator: qHTS profiling assay for firefly luciferase inhibitor/activator using purifed enzyme and Km concentrations of substrates (counterscreen for miR-21 project); 360,000 compounds, 6.9% hits; AID 588342, 2011; purified FLuc, Km substrates, luminescence inhibition; Potency, µM (doses to about 57.5 µM), for the others: top-dose activity change, negative = inhibition, most hits filed as inhibitors;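 also: potency is read from the fitted curve at half-maximal effect; plate controls were vehicle for no effect and reference inhibitor for full effect; nearly all actives have a fitted effect of over 55% in size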
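Purified P. pyralis luciferase (10nM final) with 10uM D-luciferin and 10uM ATP (Km levels) in 50mM Tris acetate pH 7.5, 10mM Mg acetate, 0.01% Tween-20, 0.05% BSA; qHTS 6-point titration, ~60 µM downward; luminescence read.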
ELG1 repair inh: qHTS screen for small molecules that inhibit ELG1-dependent DNA repair in human embryonic kidney (HEK293T) cells expressing luciferase-tagged ELG1. HEK293T ELG1-luciferase reporter, luminescence, 16 h; DNA damage induced by 5-fluorouridine. Potency, µM (titrated, usually from 46.1 µM), without a hit: at the top dose activity change, negative = inhibition, hits mostly inhibitors. 330,000 compounds, 2.3% hits; also: potency is read from the fitted curve at half-maximal effect; % is scaled to controls: 0 for no effect and ±100 for the full control effect; nearly all actives have a fitted effect of over 55% in size
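Luminescence from the luciferase reporter, measured 30 min after ONE-Glo reagent at room temperature, was the read-out. Beforehand, 2,000 cells per well were exposed for 16 hr at 37 °C to 5-fluorouridine together with compound or vehicle.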
TRPV1 agonist: HTS Assay for Compounds that Act as Agonists of the Vanilloid Receptor 1; TRPV1-expressing cells, Fluo-8 calcium influx, agonist mode; Transient receptor potential cation channel subfamily V member 1 (Homo sapiens), Q8NER1; 320,000 compounds, 0.19% hits; activation, % at 8.33 µM; in the data active = activation above about 80%; inconclusive = between about 30% and that limit; also: 0% is about no effect
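Fluo-8 calcium influx in TRPV1-expressing cells, kinetic read (ex 480/em 520 nm). Compound added and read 3 min for agonist activity, followed by capsaicin at EC20 final and 2 min further read for enhancement.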
Tb PFK inh: qHTS Assay to Find Inhibitors of T. brucei phosphofructokinase | T. brucei PFK, ADP-Glo luminescence | Potency, µM (series often up to 57.5 µM), inactives show at the top dose activity, negative = inhibition, usual class: inhibitors | 330,000 compounds, 0.17% hits | ATP-dependent 6-phosphofructokinase (Trypanosoma brucei brucei), O15648;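 also: potency is read from the fitted curve at half-maximal effect; 0% = uninhibited 1x PFK enzyme wells and -100% = no-enzyme wells; nearly all actives have a fitted effect of over 60% in size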
Target sequence (O15648 whole entry, looked up): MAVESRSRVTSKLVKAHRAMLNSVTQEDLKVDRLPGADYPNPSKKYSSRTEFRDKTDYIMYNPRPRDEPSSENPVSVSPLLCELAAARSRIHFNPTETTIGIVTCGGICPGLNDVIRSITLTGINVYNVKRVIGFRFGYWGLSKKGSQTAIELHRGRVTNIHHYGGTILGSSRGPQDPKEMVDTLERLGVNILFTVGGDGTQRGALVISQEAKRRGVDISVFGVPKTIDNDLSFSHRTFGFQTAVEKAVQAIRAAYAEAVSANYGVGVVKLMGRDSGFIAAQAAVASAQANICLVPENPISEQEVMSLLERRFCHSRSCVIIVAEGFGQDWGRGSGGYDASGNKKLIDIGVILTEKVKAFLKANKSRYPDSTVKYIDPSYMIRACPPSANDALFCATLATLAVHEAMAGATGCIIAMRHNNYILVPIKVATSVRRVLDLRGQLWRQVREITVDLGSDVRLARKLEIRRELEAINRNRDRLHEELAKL
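ADP-Glo luminescence quantified ADP after 45 min at room temperature, with 1.25 nM T. brucei PFK, 0.1 mM ATP and 0.5 mM fructose-6-phosphate in pH 8.0 TEA buffer. qHTS titrations up to 57 µM; curves classified by quality.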
An asterisk follows results filed as active; u = inconclusive; x = no result given; & = joins results of further samples. Unless noted, calls follow the shape of the dose curve; as a rule, active = well fitted curve in the direction sought with a large enough effect; inconclusive = small, poorly fitted or top-dose-only effect, or another doubt; inactive = no such curve, though single readings can be large; an effect the other way counts as inactive or inconclusive.

SMILES	RORg inh	p53 reactivator	NPC1 prom act	BRCA1 expr up	Rab9 prom act	ELG1 genotoxic	Gal4-VP16 FLuc	FLuc modulator	ELG1 repair inh	TRPV1 agonist	Tb PFK inh
CCN(CC)S(=O)(=O)c1ccc(F)cc1	21%	-8%	0%	14%	1%	0%	-9%	3%	5%	0	0%
O=C(CSc1cn[nH]n1)Nc1cccc(C(=O)O)c1	-5%	2%	-1%	24%	2%	-2%	-9%	u	-2%	-5	-1%
Cc1occc1C(=O)N/N=C/C1=C(N2CCOCC2)C(=C\c2ccc(Cl)cc2Cl)/CC1	-12%	7%	1%	-26%	1%	8%	18%	2%	u	2	-6%
COc1ccc(CCNC(=O)c2cccc(S(=O)(=O)NC(C)c3ccccc3)c2)cc1 (stereo not given)	x	-2%	-3%	-21%	2%	-2%	x	1%	-12%	-2	-4%
NC(=O)CCN(C(=O)c1cccc(S(=O)(=O)N2CCc3ccccc32)c1)c1ccccc1	x	-6%	-4%	-2%	-6%	-3%	x	4%	2%	5	4%
COc1ccc2c(c1)O[C@@H](c1cccc(C(F)(F)F)c1)[C@H](OC(=O)N[C@H]1CCCc3ccccc31)C2=O	-1%&11%	17%	1%	x	2%	1%	4%&-3%	6%	-2%	5	1%
COCC(=O)N/N=C\c1ccccc1OC/C=C/c1ccccc1	-4%	3%	-4%	92%	8%	x	-17%	-1%	-5%	22	-7%
S=C(c1ccc(-c2ccc(Br)cc2)o1)N1CCCCC1	-36%	-1%	-5%	u	-1%	0%	18%	u	-16%	1	0%
Cc1ccc([N+](=O)[O-])c(OCCn2cnc3ccccc32)c1	u	3%	-2%	-3%	-3%	-8%	1%	-6%	u	1	-1%
Cc1ccc(/C([O-])=C(/C(=S)NCc2ccccc2)[n+]2ccccc2)cc1[N+](=O)[O-]	u	-2%	-1%	8%	-5%	0%	2%	0%	-4%	-1	-5%

7 neighbouring compounds from above:
SMILES	RORg inh	p53 reactivator	NPC1 prom act	BRCA1 expr up	Rab9 prom act	ELG1 genotoxic	Gal4-VP16 FLuc	FLuc modulator	ELG1 repair inh	TRPV1 agonist	Tb PFK inh
COc1ccc(CCNC(=O)c2cccc(S(=O)(=O)NC(C)c3ccccc3)c2)cc1 (stereo not given)	x	-2%	-3%	-21%	2%	-2%	x	1%	-12%	-2	-4%
NC(=O)CCN(C(=O)c1cccc(S(=O)(=O)N2CCc3ccccc32)c1)c1ccccc1	x	-6%	-4%	-2%	-6%	-3%	x	4%	2%	5	4%
COc1ccc2c(c1)O[C@@H](c1cccc(C(F)(F)F)c1)[C@H](OC(=O)N[C@H]1CCCc3ccccc31)C2=O	-1%&11%	17%	1%	x	2%	1%	4%&-3%	6%	-2%	5	1%
COCC(=O)N/N=C\c1ccccc1OC/C=C/c1ccccc1	-4%	3%	-4%	92%	8%	x	-17%	-1%	-5%	22	-7%
S=C(c1ccc(-c2ccc(Br)cc2)o1)N1CCCCC1	-36%	-1%	-5%	u	-1%	0%	18%	u	-16%	1	0%
Cc1ccc([N+](=O)[O-])c(OCCn2cnc3ccccc32)c1	u	3%	-2%	-3%	-3%	-8%	1%	-6%	u	1	-1%
Cc1ccc(/C([O-])=C(/C(=S)NCc2ccccc2)[n+]2ccccc2)cc1[N+](=O)[O-]	u	-2%	-1%	8%	-5%	0%	2%	0%	-4%	-1	-5%

Following part.
SMILES	RORg inh	p53 reactivator	NPC1 prom act	BRCA1 expr up	Rab9 prom act	ELG1 genotoxic	Gal4-VP16 FLuc	FLuc modulator	ELG1 repair inh	TRPV1 agonist	Tb PFK inh
Cc1nc2ccc([N+](=O)[O-])cc2c(=O)n1Cc1ccccc1Br	-15%	-1%	-7%	-23%	0%	-3%	-3%	4%	11%	2	0%
O=C(NCCCN1CCCC1=O)c1ccc2c(=O)n(Cc3ccco3)c(=S)[nH]c2c1	u	-13%	-1%	-26%	-4%	1%	0%	-3%	-24%	3	1%
O=C(Nc1ccccc1)Nc1ccc2ncoc2c1	-45%	2%	u	u	u	u	4%	12µM*	u	28	-3%
CCC1CN(C(=O)NCc2cccc(OC)c2)c2cc(Cl)ccc2O1 (stereo not given)	32%	-4%	-1%	-35%	-1%	-1%	-9%	1%&-17%	0%	u	-19%
O=C(N/N=C/C(Cl)=C\c1ccccc1)c1cccs1	24%	u	2.5µM*	u	2µM*	u	3%	2.7µM*	u	29	1%
CC(NC(=O)c1ccccc1)C(=O)N/N=C/c1ccco1 (stereo not given)	-1%	-3%	0%	-6%	0%	-4%	0%	0%	0%	1	0%
COC(=O)C1=C(C(=O)OC)C2(OC1c1ccccc1C)C(=O)c1ccccc1C2=O (stereo not given)	-40%	-8%	-1%	14%	3%	0%	-13%	0%	6%	5	16%
CN(C)CCCN(C(=O)c1ccc(S(=O)(=O)N2CCCCCC2)cc1)c1nc2c(F)cccc2s1	-26%	-1%	1%	1%	0%	-1%	-9%	6%	u	0	-2%
Cc1ccc(OCCOc2ccc(Br)cc2)c([N+](=O)[O-])n1	10%	u	u	3.2µM*	u	u	-13%	9.5µM*	u	-3	-21%
COc1ccccc1N1CCN(c2nc(N)c(C#N)c(CC#N)c2C#N)CC1	44%	-5%	-5%	-25%	-1%	6%	-22%	0%	-7%	-6	-3%
O=C(/C=N/O)Nc1ccccc1C(=O)O	22%	10%	1%	6%	11%	-3%	-1%	-1%	-1%	1	3%
O=C(NCCc1ccccn1)C1CCN(S(=O)(=O)c2ccc3ccccc3c2)CC1	4%	-4%	1%	-12%	-12%	-1%	1%	-14%	12%	1	-2%
CN(c1ccccc1)S(=O)(=O)c1cccc(NC(=O)c2ccc3ncsc3c2)c1	29%	-4%	-7%	-60%	-13%	-10%	-19%	-4%	15µM*	u	0%
c1ccc(-n2ncc3c(N4CCCC4)ncnc32)cc1	-40%	-3%	2.5µM*	-7%	0.5µM*	1%	u	4.3µM*	-1%	8	-4%
O=S(=O)(NCc1ccccc1)c1ccc(Cl)c(S(=O)(=O)NCc2ccccc2)c1	19%	-6%	1%	-16%	1%	-3%	-3%	-1%	-7%	-2	3%
CCOc1ccccc1NS(=O)(=O)c1ccc(Br)s1	u	x	x	-7%	x	x	4%	0%	x	8	x
CN(CC(=O)Nc1ccc(F)cc1)C(=O)Cn1cnc2ccc(Cl)cc2c1=O	x	-4%	-3%	2%	3%	-3%	x	-1%	6%	1	1%
COc1ccc(OC(=O)CCCN2C(=O)c3ccccc3C2=O)cc1	-7%	-24%	-4%	4%	-5%	4%	14%	-1%	-2%	x	0%
CCn1cnc2cc(NCc3ccc(Br)cc3)ccc21	-1%	u	3.5µM*	4.5µM*	0.71µM*	u	2%	13µM*	u	2	-9%
CCN(CC)c1ccc(NC(=O)Nc2ccccc2)cc1	u	u	0.89µM*	u	3.2µM*	10µM*	-29%	0.95µM*	u	u	4%
CC(=O)c1nn(-c2cccc(C(F)(F)F)c2)c(=O)[nH]c1=O	-3%	-5%	2%	1%	-3%	3%	6%	0%	-4%	-4	6%
S=C(NCCc1ccccc1)N1CCN(C(c2ccccc2)c2ccccc2)CC1	10µM*	1%	-5%	-27%	-1%	0%	u	0%	-15%	u	4%
COC(=O)c1ccc(C2C3=C(Nc4nnnn42)c2ccccc2OC3)cc1 (stereo not given)	-23%	9%	7%	-9%	20%	-3%	-2%	6µM*	u	2	-5%
O=C(c1cnn2c(C(F)(F)F)cc(-c3ccc(Br)cc3)nc12)N1CCOCC1	2%	1%	-2%	-12%	-3%	1%	-22%	3%	u	-6	6%
Cc1ccc(S(=O)(=O)NCCC(=O)NC2CCCCC2)cc1	x	5%	x	-6%	x	0%	x	x	12%	x	0%
N#C/C(=C/c1cn(-c2ccccc2)nc1-c1cccc(S(=O)(=O)N2CCCC2)c1)C(=O)NCc1ccco1	42%	-4%	-4%	-13%	-11%	-3%	4%	3%	u	28	0%
